IP6K1 inhibitor: IP6K1 kinase inhibition; Q92551; IP6K1 kinase, ADP-Glo luminescence, 2 h; active compounds read low; activity change, % (series mostly up to about 58 µM); actives 0.81% (n = 140,000); AID 1645851; in the data active means activity change below about -25%
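ADP-Glo luminescence measures ADP made by human IP6K1 during a 2 h RT reaction with ATP/IP6 (mix at 1.3 mM/130 uM); top library doses 57.5 and 19.1 uM final.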
NIH3T3 tox: cytotoxic compounds in NIH 3T3 cells; NIH 3T3 viability, CellTiter-Glo ATP luminescence, 48-72 h; Potency, µM (top dose mostly 96.7 µM), for the others: at the highest dose activity change, negative = cytotoxicity, most hits filed as inhibitors; actives 4.3% (n = 94,000); further: potency means the concentration at half of the fitted maximal effect; nearly all actives have a fitted effect of over 55% in size
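First NIH 3T3 cells are plated at 400 cells/well; next compound is pinned in; then plates incubate 48 or 72 hr at 37 °C; finally CellTiter-Glo is added and luminescence read after 10 min.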
FLuc inh: Photinus pyralis luciferase inhibition; P08659; purified P. pyralis luciferase, luminescence, biochemical; actives 2.5% (n = 76,000); Potency, µM (highest dose often 115 µM), inactives show at the highest dose activity change, negative = inhibition, hits mostly inhibitors; further: potency means the concentration at half of the fitted maximal effect; nearly all actives have a fitted effect of over 65% in size
Target sequence (P08659 whole entry, looked up): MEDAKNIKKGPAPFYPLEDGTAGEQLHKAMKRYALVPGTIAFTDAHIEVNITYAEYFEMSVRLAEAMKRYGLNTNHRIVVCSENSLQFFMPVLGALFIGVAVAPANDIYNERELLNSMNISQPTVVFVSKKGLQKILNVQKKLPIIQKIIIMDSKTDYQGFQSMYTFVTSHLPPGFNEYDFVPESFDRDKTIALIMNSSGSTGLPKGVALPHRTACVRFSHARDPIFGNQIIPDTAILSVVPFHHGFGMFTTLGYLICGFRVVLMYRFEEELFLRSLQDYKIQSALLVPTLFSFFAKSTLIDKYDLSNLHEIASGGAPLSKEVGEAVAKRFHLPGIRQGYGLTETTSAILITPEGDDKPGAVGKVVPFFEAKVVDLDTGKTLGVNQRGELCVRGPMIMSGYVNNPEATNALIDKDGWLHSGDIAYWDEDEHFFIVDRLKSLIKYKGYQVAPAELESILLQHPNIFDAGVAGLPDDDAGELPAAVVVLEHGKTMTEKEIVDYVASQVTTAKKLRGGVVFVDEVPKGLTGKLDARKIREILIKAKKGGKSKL
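FLuc 10nM, D-luciferin 10uM, ATP 10uM, Mg acetate 10mM, Tris acetate pH 7.5, Tween/BSA; cpd qHTS; enzyme added last; CCD luminescence.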
HEK293 tox: cytotoxic compounds in HEK 293 cells | HEK 293 viability, ATP luminescence (CellTiter-Glo), 48-72 h | Potency, µM (top dose mostly 115 µM), for the others: at the highest dose activity change, negative = cytotoxicity, actives largely listed as inhibitors | actives 6.6% (n = 94,000); further: potency means the concentration at half of the fitted maximal effect; nearly all actives have a fitted effect of over 60% in size
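Viability of HEK 293 cells, plated at 250 cells/well, was judged by cellular ATP after compound treatment for 48 or 72 hr. Luminescence was imaged 10 min after CellTiter-Glo addition at room temperature.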
GPT2 inh: inhibitors of human GPT2 alanine aminotransferase; actives 0.25% (n = 100,000); Potency, µM (doses to about 57.7 µM), without a hit: top-dose activity change, negative = inhibition, hits mostly inhibitors; Q8TD30; Recombinant GPT2, coupled pyruvate oxidase/HRP Amplex Red fluorescence; further: potency means the concentration at half of the fitted maximal effect; nearly all actives have a fitted effect of over 60% in size; many of its hits are not listed in these tables
Target sequence (Q8TD30 whole entry, looked up): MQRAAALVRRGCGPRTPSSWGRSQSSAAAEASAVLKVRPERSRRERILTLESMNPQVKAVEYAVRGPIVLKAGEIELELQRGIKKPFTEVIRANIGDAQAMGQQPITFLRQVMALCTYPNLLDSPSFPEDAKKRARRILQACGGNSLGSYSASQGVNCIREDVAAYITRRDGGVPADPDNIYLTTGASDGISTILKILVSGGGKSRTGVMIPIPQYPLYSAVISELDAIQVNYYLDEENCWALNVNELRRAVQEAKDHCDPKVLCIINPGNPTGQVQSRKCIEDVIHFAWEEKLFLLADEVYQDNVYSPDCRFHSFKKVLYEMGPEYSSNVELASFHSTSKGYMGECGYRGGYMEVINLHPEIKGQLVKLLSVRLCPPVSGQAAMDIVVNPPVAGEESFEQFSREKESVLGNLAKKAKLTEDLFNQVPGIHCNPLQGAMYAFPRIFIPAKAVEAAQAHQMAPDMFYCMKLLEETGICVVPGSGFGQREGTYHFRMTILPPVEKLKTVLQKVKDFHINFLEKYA
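Fluorescence of coupled pyruvate oxidase/HRP/Amplex Red system (50uM Amplex, 30 min, dark) reports pyruvate formed by GPT2. Enzyme reaction: 10ng/uL GPT2, 2mM L-alanine, 250uM a-KG, 30 min room temperature, pH 7.5; 50uM AOA control.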
SNCA expr inhib: SNCA gene expression inhibition | HEK-293 SNCA-luciferase knock-in, luminescence, 24 h | actives 0.17% (n = 140,000) | Potency, µM (series often up to 57.2 µM), for the others: top-dose activity change, negative = inhibition, hits mostly inhibitors;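 further: potency means the concentration at half of the fitted maximal effect; plate controls were DMSO cells for no effect and cell-free wells for full effect; nearly all actives have a fitted effect of over 45% in size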
HEK293 viab: counter-screen for SNCA expression inhibitors: cell viability | AID 1671193 | HEK-293-SNCA-luc viability, GF-AFC fluorescence, 24 h | actives 0.12% (n = 150,000) | Potency, µM (series often up to 57.1 µM), for the others: at the top dose activity change, negative = cytotoxicity, hits mostly cytotoxic;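 further: potency means the concentration at half of the fitted maximal effect; 0% = DMSO-treated cells and -100% = medium-only wells without cells; nearly all actives have a fitted effect of over 30% in size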
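HEK-293-SNCA-luc cells (1500/well) plated 24 h, then exposed 24 h to a dilution series; GF-AFC added 30 min at 37C, fluorescence 405/540 nm; normalised to medium-only and DMSO wells, Hill fit.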
* hit, by the source's call; i = inactive; ? = inconclusive; / = no result given; [ ] = remark or other dose. Unless noted, the call rests on the fitted dose curve; in most records, active means well fitted curve in the direction sought with a large enough effect; inconclusive means small, poorly fitted or top-dose-only effect, or another doubt; inactive means no such curve, though single readings can be large; an effect the other way counts as inactive or inconclusive. Unless noted, on the % scale 0 is the no-effect control and ±100 the full control effect. An excerpt. The share of hits here may be higher or lower than overall.

molecule | GPT2 inh | HEK293 tox | IP6K1 inhibitor | NIH3T3 tox | FLuc inh | HEK293 viab | SNCA expr inhib
CC(=O)c1cccc(NC(=O)Cn2cccc2-c2nc(-c3ccc4c(c3)OCO4)no2)c1 | i | ? | 4 | -6% | -18% | -7% | 16%
Cc1nc(CCNC(=O)CCC2CCCC2)no1 | -1% | -14% | 13 | -7% | -1% | 11% | -4%
O=S(=O)(NC[C@H]1O[C@@H](CO)[C@@H](O)[C@H]1N1CCN(c2ccc(F)cc2)CC1)c1ccc(F)cc1 | -1% | -17% | -7 | -1% | 0% | 4% | -10%
CC(=O)N1CCOc2ccc(CCC(=O)NCCc3ccccn3)cc2C1 | -4% | -8% | -8 | i | 7% | 3%[12.5 µM] | 28%
COc1ccc(Nc2nc(-c3cccc(OC)c3OC)no2)cc1 | i | ? | 5 | -45% | 22µM* | -16% | 89%[activator]
CCc1nc(C)c(C(=O)N2CC[C@@](O)(COC)C(C)(C)C2)s1 | -2% | 0% | 1 | -7% | 0% | ? | ?
CCOCCCNC(=O)c1ccc(-n2c(-c3ccccc3)cc3c2CCCCC3)cc1 | / | / | -4 | / | / | -7% | 19%
COc1ccc(-c2noc([C@@H]3CCCN3Cc3ccc(S(C)(=O)=O)cc3)n2)cn1 | 4%[88.5 µM] | ? | 21 | -3%[174 µM] | -17%[172 µM] | -22%[87.6 µM] | 2%[87.6 µM]
Cc1ccc(C(=O)NCCn2cccc2-c2nc(-c3ccc4c(c3)OCO4)no2)cc1C | 3% | ? | 15 | ? | 11µM* | -22% | 67%[activator]
CNC(=O)c1cc(C2CC2)nc2c1c(C1CCCN(C(=O)c3ccccc3F)C1)nn2C (centres undefined) | / | i | -13 | -26% | / | / | /
O=C1c2cnc(Cc3ccccc3)nc2OCCN1c1cccc(C(F)(F)F)c1 | i | -33%[172 µM] | -4 | ? | -9%[172 µM] | 1%[87.6 µM] | -19%[87.6 µM]
Cc1nnc(NC(=O)c2nc(SCc3ccccc3F)ncc2Cl)s1 | / | / | -8 | / | / | -7% | -22%
O=C(C[C@@H]1O[C@H](CNS(=O)(=O)c2ccccc2)[C@@H](O)[C@H]1O)N1CCN(c2ccccc2)CC1 | 3% | -5% | 1 | -21% | -6% | -8% | 0%
CCN1C(=O)C2(CCN(S(=O)(=O)CC)CC2)c2ccccc21 | 2% | 1% | 6 | i | -3% | 7% | -20%
CC(C)NC(=O)N1CC2ON=C(C(=O)NCc3ccc(F)cc3)C2C1 (centres undefined) | i | -7% | 10 | -6% | / | 6% | -13%
CNC(=O)[C@@H](c1ccccc1)N1CCC[C@H]1C(=O)N[C@@H](CO)CC(C)C | ? | -1%[172 µM] | 6 | -13%[174 µM] | 4%[172 µM] | -3%[87.6 µM] | 7%[87.6 µM]
Cc1ccc(NC(=O)N2CCC(CCNC(=O)c3cccc(C)c3)CC2)cc1 | i | 5% | -2 | -7% | -20% | 10% | 60%[activator]
Cc1cc(C)n(-c2ccc(F)cc2CN2CCCC(CO)(Cc3ccccc3)C2)n1 (centres undefined) | -14% | ? | 3 | ? | 6% | -10% | -19%
CNC(=O)CCn1ncc2cc(OCc3ccccc3-c3ccccc3Cl)ccc21 | i | ? | -7 | ? | -17%[172 µM] | -20%[87.6 µM] | ?
CC(=O)N1CCC(N2C[C@@H]3OCC(=O)N(CC(N)=O)[C@@H]3C2)CC1 | i | -25%[172 µM] | -3 | ? | -1%[172 µM] | 0%[87.6 µM] | -3%[87.6 µM]
CCCC(=O)N1c2nc(C(C)C)nn2C2(CCCCC2)[C@@H]2CCCC[C@@H]21 | / | / | 21 | / | / | -5% | 8%
C#CCN(C)C(=O)[C@@H](C)C1CC[C@@]2(C)Cc3sc(NCCCC)nc3[C@@H](C)[C@@H]2[C@H]1O (some centres undefined) | ? | ? | -9 | ? | 18µM* | -4%[87.6 µM] | 33%[activator][87.6 µM]
Cn1cnnc1CC1CCCN(C(=O)c2ccccc2)C1 (centres undefined) | i | 4% | 0 | 3% | 0% | -3% | -10%
CCc1nn(CC(=O)NCCc2ccc(OC)c(OC)c2)c(=O)c2cc3occc3n12 | / | / | -2 | / | / | -27% | 6%
C#CCN(C)C(=O)CC1COc2ccc(C(=O)N3CCOCC3)cc2N1C (centres undefined) | i | -5% | 6 | -5% | 0% | -1% | -1%
COc1ccccc1N1CCN(C(=O)C[C@@H]2CCNC[C@@H]2Cc2cc(-c3ccccc3)on2)CC1 | 1% | ? | 6 | ? | -13% | 1% | -24%
COCCNC(=O)C1CCC(=O)N1C1CCNCC1 (centres undefined) | 3% | i | 5 | 2% | 0% | -1% | -5%
COc1ccc(CN2CC(COc3ccccc3)Oc3ncccc3[S+]2(=O)[O-])cc1 (centres undefined) | -8%[27.3 µM] | 22µM* | 2 | ? | / | -8%[23.9 µM] | 13%[25.6 µM]
Cc1nnc2c3ccccc3nc(Nc3cccc(O)c3)n12 | / | / | 2 | / | / | -3% | 10%
CN1C(=O)CCC2(CNC(=O)c3ccco3)CCC=C12 (centres undefined) | i | i | 10 | i | -3% | 3% | -27%

Whole records from above. Order of values: GPT2 inh	HEK293 tox	IP6K1 inhibitor	NIH3T3 tox	FLuc inh	HEK293 viab	SNCA expr inhib
COCCNC(=O)C1CCC(=O)N1C1CCNCC1 (centres undefined) is listed with 3%	i	5	2%	0%	-1%	-5%
C#CCN(C)C(=O)CC1COc2ccc(C(=O)N3CCOCC3)cc2N1C (centres undefined) is listed with i	-5%	6	-5%	0%	-1%	-1%
Cc1ccc(NC(=O)N2CCC(CCNC(=O)c3cccc(C)c3)CC2)cc1 is listed with i	5%	-2	-7%	-20%	10%	60%[activator]

The list continues:
molecule | GPT2 inh | HEK293 tox | IP6K1 inhibitor | NIH3T3 tox | FLuc inh | HEK293 viab | SNCA expr inhib
CCCC1c2nccn2CCCN1C(=O)c1cc(C2CC2)[nH]n1 (centres undefined) | -14% | -25% | 9 | -1% | -1% | -6% | -15%
COCCn1cnc2ccc(-c3ccc(F)cc3OC)nc2c1=O | i | -16%[172 µM] | 6 | ? | -13%[172 µM] | 11%[87.6 µM] | 18%[87.6 µM]
CC(C)Oc1ccccc1NC(=O)CSc1nccn1C | / | / | -14 | / | / | -10% | 0%
CCCN(CC1CCOC1)C(=O)Nc1cccc(Cl)c1F (centres undefined) | i | -13% | -1 | -2% | 7% | 4% | 1%
Cc1ccc2nc3sc(C(=O)Nc4ccc(F)cc4)cc3cc2c1 | / | / | 13 | / | / | -4% | 177%[activator]
Cc1nc(N2CCN(C(=O)c3ccc(F)cc3Cl)CC2)cc(C(F)(F)F)n1 | 4% | -26% | -5 | -35% | 1% | 7% | 4%
CCc1noc(-c2ccn3c(CNC(=O)c4ccc(N(CC)CC)cc4)nnc3c2)n1 | i | ? | 8 | ? | 1% | -9% | ?
COc1ccc(CN2CCN(C(=O)[C@H]3CCC[C@@H](O)C3)CC2=O)cc1 | -4% | i | -4 | i | -7% | -8% | -29%
COc1ccc(-c2ccc3ncc(Nc4ccncc4)n3n2)cn1 | -14%[88.5 µM] | 100µM* | -15 | ? | -17%[172 µM] | 6%[87.6 µM] | 3%[87.6 µM]
Oc1c(C(c2ccccc2)N2CCCC2)sc2nc(-c3ccco3)nn12 (centres undefined) | / | / | 3 | / | / | -1% | -17%
Cc1cccc(CN2CCC3(Cc4ccccc4CNC3=O)C2)c1 (centres undefined) | i | ? | -11 | -10% | / | -15% | 3%
O=C(Nc1ccc(OC(F)(F)F)cc1)c1noc2c1CCCC2 | / | / | -12 | / | / | 13% | 282%[activator]
Cc1cccc(N2CCN(C(=O)c3noc4c3COc3ccc(C)cc3-4)CC2C)c1 (centres undefined) | / | / | -2 | / | / | -17% | 24%
Cn1nc(C2CCN(C(=O)c3cc(F)ccc3F)CC2)c2c1CCOC2 | i | 12% | -5 | i | 12% | 6% | 5%
Cn1ncc2c(C(=O)NC3CCCC3)cc(-c3ccc(C(F)(F)F)cc3)nc21 | / | ? | -3 | ? | / | / | /
C[C@H]1[C@@H]2[C@H]3OC(=O)[C@@H](C)[C@@H]3CC[C@@]2(C)CC[C@@H]1NC(=O)c1cncnc1 | -3%[88.5 µM] | -7%[172 µM] | 0 | -21%[174 µM] | -5%[172 µM] | 0%[87.6 µM] | 7%[87.6 µM]
CN(Cc1ccccc1)C(=O)C1CCCN(c2cnn(Cc3ccccc3)c(=O)c2)C1 (centres undefined) | i | ? | -3 | -28% | 9% | -5% | -2%
CC(C)c1nc2c(c(-c3ccc(Cl)cc3)n1)CCN(CC1CCCCC1)CC2 | i | ? | -4 | ? | / | 3% | ?
Cc1nc(-c2ccc(F)cc2)sc1CCNC(=O)c1cccs1 | / | / | 31 | / | / | -27% | 19%
Cc1ccc(-n2ncc(C(=O)Nc3ccc4c(c3)OCCO4)c2C2CCN(C(=O)OC(C)(C)C)CC2)cc1C | / | / | 13 | / | / | -5% | 33%[activator]
Clc1ccc(-c2nnc3n2CCN(Cc2cncs2)C3)cc1 | 3% | i | 2 | ? | / | 6% | 0%
Oc1c(C(c2cccc(Br)c2)N2CCCC2)sc2nc(-c3ccco3)nn12 (centres undefined) | / | / | -22 | / | / | -8% | -23%
COc1ccccc1Nc1ncc2c(n1)CN(C(=O)C1CCC(OC)CC1)CCN2 (centres undefined) | i | -13%[172 µM] | 15 | ? | -7%[172 µM] | -6%[87.6 µM] | 16%[87.6 µM]
Cc1cc(CN2CCc3nn(C)c(=O)n3CC2)n(C)n1 | i | -4% | -8 | i | 4% | 3% | 15%
CCOc1ccc(CC(=O)N2CCC[C@H]2c2nc(-c3ccc(OC)c(OC)c3)no2)cc1OCC | i | ? | 0 | -26% | 14% | -11% | 2%
COc1ccc(Nc2ccnc(N3CCC(NC(=O)c4ccc(OC)cc4)CC3)n2)cc1 | -15% | ? | 8 | ? | / | ? | 19%
COc1ccc(CC(=O)N2CCC(Cc3nc(C(C)C)no3)CC2)cc1Cl | -24% | -28% | -2 | -25% | 6% | 1% | -12%
CCN1CCN(C(=O)c2ccc3c(c2)N(Cc2cccc(Cl)c2)C(=O)c2ccccc2S3=O)CC1 (centres undefined) | / | / | -1 | / | / | -17% | -23%
COc1ccc(OC2CCN(C(C)=O)CC2)c(C(=O)N(C)CC2CCCCO2)c1 (centres undefined) | i | 0% | 0 | -18% | -10% | 8% | -4%
COc1ccccc1NC(=O)C1=C(C)Nc2nc(-c3ccco3)nn2C1c1cccc(C)c1 (centres undefined) | / | / | 6 | / | / | ? | -27%
CCN(CC)CCOC(=O)c1ccc(NC(=O)CCn2c(=O)oc3ccccc32)cc1 | / | / | -2 | / | / | -10% | 38%[activator]

Screening results (PubChem BioAssay)
